SENP8 inh = blocks human SENP8 cleavage of Nedd8 substrate; AID 602440; Q96LD8; inhibition, % at 20 µM; recombinant SENP8, Nedd8 substrate fluorescence; 360,000 compounds, 0.64% hits; in the data active = inhibition mostly above about 40%, no sharp cut-off; inactive = mostly below about 27%
Target sequence (Q96LD8 whole entry, looked up): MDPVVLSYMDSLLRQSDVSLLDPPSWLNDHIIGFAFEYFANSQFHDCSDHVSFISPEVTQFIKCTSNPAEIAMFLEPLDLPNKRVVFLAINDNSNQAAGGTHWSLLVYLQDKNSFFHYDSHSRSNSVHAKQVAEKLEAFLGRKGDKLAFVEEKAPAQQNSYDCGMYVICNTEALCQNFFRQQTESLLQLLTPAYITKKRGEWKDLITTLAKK
SENP1 inh = blocks the human SENP1 SUMO protease catalytic domain; Q9P0U3; recombinant SENP1 catalytic domain, CyPet-SUMO1-YPet FRET cleavage; inhibition, % at 10 µM; 360,000 compounds, 0.21% hits;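 active = inhibition at least 30% at 10 µM, raw YFP signal under a set limit, fluorescence ratio 0.5 to 1.5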;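 note: 0% = enzyme with DMSO and 100% = no enzyme wells; some results filed as inactive read as strong as hits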
Target sequence (Q9P0U3 419-644 limits assumed): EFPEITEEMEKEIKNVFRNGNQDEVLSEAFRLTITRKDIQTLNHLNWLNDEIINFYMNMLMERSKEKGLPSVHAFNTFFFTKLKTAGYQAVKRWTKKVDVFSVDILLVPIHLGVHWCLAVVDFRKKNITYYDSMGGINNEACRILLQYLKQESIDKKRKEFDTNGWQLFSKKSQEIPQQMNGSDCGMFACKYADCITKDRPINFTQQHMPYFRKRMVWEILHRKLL
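Assay system: hSENP1 catalytic domain, recombinant. Amount: SENP1 enzyme, 20 pM final. Schedule: 50 min reaction, RT, dark. Technique: FRET, CFP and YFP emission. Control set: no-enzyme wells low, DMSO-plus-enzyme wells high control.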
Numbers without * were called inactive; i = inactive.

structure | SENP8 inh | SENP1 inh
CC1(C(=O)Nc2cccc3ncccc23)CCN1C(=O)Cc1ccc(-c2ccccc2)cc1 (stereo not drawn) | -278.0 | 0.1
COc1cc(CNc2ncnc3c2ncn3[C@H]2CN(Cc3ccncc3)C[C@@H](CO)O2)cc(OC)c1OC | -12.8 | -0.4
Cc1cccc(C)c1-n1nnnc1C(c1ccnc2ccccc12)N1CCN(CC(=O)NC(C)C)CC1 (stereo not drawn) | -27.7 | -1.5
CCN1C(=O)[C@@H]2[C@@H]3CN(S(=O)(=O)c4ccc(C)cc4)[C@@H](c4cccc5ccccc45)[C@@H]3C(=O)C[C@@H]2C1=O | 5.9 | -29.2
CCc1nc2ccc(C(=O)N3CCN(C(=O)c4ccco4)CC3)cn2c1N(CCC(C)C)CCN(C)C | -24.3 | -68.9
O=C(Nc1cccc(Oc2ccccc2)c1)C1Cc2c(-c3ccc4c(c3)OCO4)ccnc2O1 (stereo not drawn) | -56.4 | -0.5
COc1cccc(CNC(=O)[C@@H]2CCCN2C(=O)[C@@H]2CCCN2C(=O)OC(C)(C)C)c1 | 14.4 | 0.9
COc1ccc2oc(-c3ccccc3)cc(=O)c2c1 | 7.1 | 0.8
CN1CCN(C(=O)c2cccc(-c3cccc4nccn34)c2)CC1 | -374.9 | 2.5
NC(Cc1ccc(C(F)(F)F)cc1)c1csc(Nc2ccc(C(=O)c3ccccc3)cc2)n1 (stereo not drawn) | -430.6 | -5.6
O=C(Nc1ccc(F)c(Cl)c1)c1cc(C2CCCCN2C(=O)CCc2ccccc2)on1 (stereo not drawn) | 8.8 | -2.4
CC1(C(=O)Nc2cccc(OC(F)(F)F)c2)Cc2c(-c3ccc4c(c3)OCO4)ccnc2O1 (stereo not drawn) | -78.1 | 1.8
COCCNC(=O)C1(C)CCN(C(=O)c2cc(C)n(C(C)(C)C)n2)C1 (stereo not drawn) | -1.6 | 0.1
O=C(NCC[C@H]1CC[C@@H](NC(=O)C2CCC2)[C@@H](CO)O1)c1cc(Cl)cc(Cl)c1 | 16.2 | 2.8
Cc1cc(C)n2c(Nc3ccc4c(c3)OCCO4)c(C3CC3)nc2n1 | -10.5 | 5.7
O=C(NCc1cccc(C(F)(F)F)c1)c1ccc2sc([C@@H]3O[C@H](CO)[C@H](O)[C@H](O)[C@H]3O)nc2c1 | 22.8 | 0.8
O=C1NC[C@H](CCCCN2CCN(CCC3CCCCC3)C(=O)C2=O)N(CCC2CCCCC2)C1=O | 18.1 | 0.4
COc1cccc(-c2cnc3c(NC=O)cc(-c4cc(OC)c(OC)c(OC)c4)cn23)c1 | -340.6 | -5.9
Cc1c(C(=O)NCc2ccc3c(c2)OCCO3)sc(=O)n1Cc1ccccc1C#N | -1.6 | 1.8
Cc1nc(C(F)(F)F)ccc1C(=O)N1CCC(C)(C(=O)NS(=O)(=O)C2CC2)C1 (stereo not drawn) | 12.3 | 2.5
CC(=O)N1CCCC(C)(C(=O)Nc2cccc(OC(C)C)c2)C1 (stereo not drawn) | -2.9 | 0.2
CC(C)=CCn1c2ccc(NC(=O)Nc3cccnc3)cc2c(=O)n1C | i | 0.7
Cc1cccc(C)c1-n1nnnc1C(c1ccccc1)N1CCN(C/C=C/c2ccccc2)CC1 (stereo not drawn) | 18.7 | 1.1
CSCCC(c1nnnn1C1CCCCC1)N1CCN(C/C=C/c2ccccc2)CC1 (stereo not drawn) | 13.6 | -2.0
CC(=O)C[C@@H]1OC[C@H](C)N1S(=O)(=O)c1ccc(C)cc1 | 22.4 | -4.1
COc1ccc(CN2C(=O)CCC2(C)c2nnnn2C2CCCCC2)cc1 (stereo not drawn) | 22.4 | 0.4
COc1ccc(OC)c(C(O)c2ncc(-c3cccc(C(F)(F)F)c3)[nH]2)c1 (stereo not drawn) | 10.5 | 0.3
CN1OC[C@@H]2CN(Cc3ccccc3)[C@H](c3ccc(-n4ccnc4)cc3)C[C@@H]21 | 9.9 | 0.0
CC1(c2nnnn2Cc2ccccc2)CCC(=O)N1CC1CCCCC1 (stereo not drawn) | 2.1 | 2.7
OCCN1CCN(c2ncnc3c2ncn3[C@H]2CN(Cc3ccc(-c4ccccc4)cc3)C[C@@H](CO)O2)CC1 | 12.3 | 1.4
Cc1c(C(=O)NCC2CC2)sc(=O)n1Cc1cccc(F)c1 | 4.4 | 0.1
COCCNC(=O)c1[nH]c(C(F)(F)F)nc1-c1ccccc1 | 34.2 | 1.9
N#Cc1cccnc1N1CCN(C(=O)c2[nH]c(C(F)(F)F)nc2-c2ccccc2)CC1 | -138.5 | 1.9
O=C(Nc1cccc2c1CCCC2)c1cc(C2CCCCN2S(=O)(=O)c2cccs2)on1 (stereo not drawn) | 10.6 | 0.6
c1cc(-c2ccc3c(c2)CCO3)n2cnnc2c1 | -493.8 | -0.6
COc1ccc(NC(=O)C(c2cc3ccccc3o2)n2c(=O)c(-c3cc4ccccc4[nH]3)nc3ccccc32)cc1 (stereo not drawn) | -392.5 | -21.5
COC(=O)c1cc(C)nc(Nc2nc(C(N)Cc3ccc(Cl)cc3)cs2)n1 (stereo not drawn) | 21.6 | 2.5
CCNC(=O)C1CCCN(Cc2ccc(OCc3ccccc3)cc2)CC1 (stereo not drawn) | 13.9 | -5.8
COc1ccccc1Cn1c(C)c(C(=O)NCc2cccc(C)c2)sc1=O | -1.1 | -3.8
CCCc1nc2c3ccccc3ccn2c1Cc1cccc(Cl)c1 | -120.3 | -10.9
Clc1cccc(Cc2c(-c3cccc(Br)c3)nc3c4ccccc4ccn23)c1 | -183.2 | -12.4
CSCC[C@@H](CO)NC(=O)[C@H]1O[C@@H](n2ccc(=O)[nH]c2=O)[C@H](O)[C@@H]1O | 15.4 | 0.3
COc1ccc(-c2cnc(C(O)c3ccc(C(C)(C)C)cc3)[nH]2)cc1 (stereo not drawn) | -12.4 | -11.4
Cc1cc(Br)cn2c(Cc3cccc(F)c3)c(-c3ccccc3)nc12 | -14.0 | 4.9
CC(=O)N1CCc2cc(NC(=O)C3(C)CCN3Cc3ccccc3Cl)ccc21 (stereo not drawn) | 5.0 | -0.9
Cc1ccsc1CN(C)c1ncnc2ccc(-c3ccoc3)cc12 | -242.1 | -2.7
C#CCNC(=O)C[C@@H]1C[C@@]2(C(=O)OCC)CCCC=C2N(Cc2ccc3c(c2)OCO3)C1=O | 11.4 | -1.4
Cc1ccc(-c2cnc(C(O)c3cc(C)cc(C)c3)[nH]2)cc1 (stereo not drawn) | 9.3 | 1.4
CCc1nc2c(OCc3ccc(F)cc3)cccn2c1N(C)C(=O)c1ccc(C)cc1 | 13.4 | 1.8
CCN1CCN(C(C(=O)NC2CCCCC2)c2cc3ccccc3o2)CC1 (stereo not drawn) | 18.4 | 2.3

The list continues.
structure | SENP8 inh | SENP1 inh
COc1ccc(C(c2nnnn2C(C)(C)C)N2CCN(C/C=C/c3ccccc3)CC2)cc1 (stereo not drawn) | 12.3 | 2.4
OC(c1ccc(-c2ccccc2)cc1)c1ncc(-c2ccc(F)cc2)[nH]1 (stereo not drawn) | 9.5 | -0.4
CC1(C(=O)NS(=O)(=O)c2cccc(Cl)c2)CCN1C(=O)Cc1ccccc1 (stereo not drawn) | 7.8 | -1.2
O=C(NCC1CC1)c1ccc(-c2cn[nH]c2)c2ccoc12 | -63.0 | 1.8
C(=C\c1ccccc1)/CN1CCN(C(CCc2ccccc2)c2nnnn2C2CCCCC2)CC1 (stereo not drawn) | 29.0 | -0.4
CCOC(=O)Cn1cc(Cn2c3ccccc3c(=O)n2C(C)C)nn1 | -361.0 | 1.8
CCCCNC(=O)C[C@@H]1C[C@@]2(C(=O)OC)CCCCC=C2N(Cc2ccc(Cl)cc2Cl)C1=O | 11.8 | 1.7
COC(=O)C[C@H]1C=C[C@@H](NC(=O)C2CC2)[C@@H](CO)O1 | 17.5 | 0.0
CC(=O)c1ccc2c(c1)N(Cc1ccccc1)C(=O)C(C)S2 (stereo not drawn) | -2.3 | 4.7
O=C(Nc1nnc([C@@H]2C[C@H](O)[C@@H](CO)O2)s1)c1c(F)cccc1F | 9.4 | -0.3
O=S1(=O)CC(N2CCCCC2)CN1C1CCCCC1 (stereo not drawn) | 20.6 | 2.1
O=C1NC[C@@H](CCCCN2C[C@H](Cc3ccccc3)N(CCc3ccccc3)C(=O)C2=O)N(CCc2ccccc2)C1=O | 15.1 | 2.7
Cc1cccc(NC(=O)c2ncn3c2C(=O)N[C@H](C)C3)c1 | 21.1 | 4.3
O=C(Nc1ccc2c(c1)OCCO2)C(C1CC1)N1CCN(c2ccc(F)cc2)CC1 (stereo not drawn) | 6.8 | -0.1
CC1(C(=O)NC2CCCCCC2)CCN1C(=O)Cc1ccc(-c2ccccc2)cc1 (stereo not drawn) | 9.6 | 0.1
CN1C[C@@H](CO)O[C@@H](n2cnc3c(N4CCN(CCO)CC4)ncnc32)C1 | 12.4 | 0.3
COC(=O)[C@]1(Sc2ccc(C)cc2)CC(=O)N[C@@H]1c1ccco1 | 12.1 | -3.1
O=S1(=O)C[C@@H](N2CCC[C@@H]2CO)[C@H](COCc2ccccc2)N1 | 14.2 | -5.8
CCCCn1nnnc1C(c1cc2ccccc2o1)N1CCN(c2ccncc2)CC1 (stereo not drawn) | 7.3 | -0.3
CC(C)(C)c1ccc(S(=O)(=O)NC(=O)C2(C)CCN2C(=O)CC2CCCCC2)cc1 (stereo not drawn) | 7.4 | 0.8
COc1ccccc1-c1noc2c1C(=O)N(Cc1cn(-c3ccc(Cl)cc3)nn1)CC2 | 9.7 | -0.6
O=S1(=O)CC(N2CCN(CCO)CC2)CN1Cc1cn(Cc2cccc(C(F)(F)F)c2)nn1 (stereo not drawn) | 16.0 | 1.2
C#CCNC(=O)C[C@@H]1C[C@@]2(C(=O)OCC)CCC=C2N(Cc2ccc3c(c2)OCO3)C1=O | 12.2 | -0.1
CCCCCNC(=O)C(c1cccc2ccccc12)n1c(=O)c(-c2cc3ccccc3[nH]2)nc2ccccc21 (stereo not drawn) | -439.9 | -14.9
Cc1ccccc1CC(=O)Nc1ccc2c(c1)c(=O)n(C)n2-c1ccccc1F | -470.9 | 2.0

Compounds above containing a cyano group:
structure | SENP8 inh | SENP1 inh
Cc1c(C(=O)NCc2ccc3c(c2)OCCO3)sc(=O)n1Cc1ccccc1C#N | -1.6 | 1.8
N#Cc1cccnc1N1CCN(C(=O)c2[nH]c(C(F)(F)F)nc2-c2ccccc2)CC1 | -138.5 | 1.9

Additional compounds:
structure | SENP8 inh | SENP1 inh
CC(=O)Nc1ccc(C(=O)N2CCCCC2c2cc(C(=O)Nc3ccccc3)no2)cc1 (stereo not drawn) | 10.8 | -2.2
COC(=O)[C@@]12C[C@@H](CC(=O)NCC34CC5CC(CC(C5)C3)C4)C(=O)N(Cc3ccccc3)C1=CCC(C)(C)C2 | 20.9 | 1.9
CCCCNC(=O)C1(C)CCCCN1C(=O)c1ccc(C#N)cc1 (stereo not drawn) | 8.2 | 0.4
Nc1ccn([C@@H]2O[C@H](C(=O)N(CCC3=CCCCC3)CC3CC3)[C@@H](O)[C@H]2O)c(=O)n1 | 13.0 | 0.8
CC1(C(=O)NS(=O)(=O)C2CC2)CCCN(C(=O)CSc2ccccc2)C1 (stereo not drawn) | 13.4 | 0.9
CCCCc1nc2ccc(F)cc2cc1C | 9.0 | 0.1
CC(C)NC(=O)C1(C)CCCN1Cc1csc2ccccc12 (stereo not drawn) | 14.9 | 0.3
CN1CCOc2c1cnn(CCO)c2=O | -325.9 | 2.5
CC(=O)c1ccc(Nc2nc(C(N)c3ccccc3)cs2)cc1 (stereo not drawn) | -486.6 | 0.1
C[C@H](NC(=O)[C@@H]1CCCN1C(=O)[C@@H]1CCCN1C(=O)OC(C)(C)C)c1ccccc1 | 5.5 | -0.4
CCC(c1nnnn1-c1ccc2c(c1)OCCO2)N1CCN(Cc2c(F)cccc2Cl)CC1 (stereo not drawn) | 11.7 | 0.0
COc1ccccc1CNc1nc2cc(-c3sccc3C)sc2c(=O)n1C | -392.9 | 0.0
O=C1C=C(OCCF)CC(c2cccc([N+](=O)[O-])c2)O1 (stereo not drawn) | 21.6 | 0.3
CCOc1ccc(CCN2C(=O)C(=O)N([C@@H](Cc3ccc(O)cc3)CN3CCC[C@H]3CN3C(=O)C(=O)NC[C@@H]3CC(C)C)C[C@@H]2Cc2ccccc2)cc1 | 19.4 | 0.6
CCc1nc2ccc(C(=O)N3CCN(c4ccccc4)CC3)cn2c1N(CCC(C)C)CCN(C)C | 11.6 | -19.1
CCOC(=O)N1CCN(C(C(=O)NC2CCCC2)c2cccc(OC)c2OC)CC1 (stereo not drawn) | 13.0 | -6.8
C#CCNC(=O)C[C@@H]1C[C@@]2(C(=O)OCC)CCCC=C2N(Cc2cccc3ccccc23)C1=O | 13.2 | -0.2
CC1(Oc2cccc(C#N)c2)CCN(Cc2ccc(-c3ccccn3)cc2)C1 (stereo not drawn) | 17.9 | -0.8
O=S1(=O)CC(N2CCCC2)CN1C1CCCC1 (stereo not drawn) | 14.4 | -1.2
Cc1noc(C)c1-c1ccc(C(=O)NCc2cccnc2)c2occc12 | -54.9 | -2.0
O=C(NCc1ccccc1)c1ccc(-c2cn[nH]c2)c2ccoc12 | -123.5 | 0.6
O=C(NC1CC1)c1[nH]c(C(F)(F)F)nc1-c1ccccc1 | 32.2 | 4.7
COc1ccc(C2=Nc3ccccc3NC(=O)C2N(CCc2ccccc2)C(=O)c2cccs2)cc1 (stereo not drawn) | 1.8 | -13.1
CC(=O)Nc1ccc(NC(=O)c2ccc(-c3c(C)noc3C)c3ccoc23)cc1 | -17.6 | 2.2
CC1OC(CCc2cccc(Cl)c2)Cc2[nH][nH]c(=O)c21 (stereo not drawn) | 14.8 | 4.0
Fc1cccc(Cc2c(-c3ccco3)nc3ccc(Cl)cn23)c1 | -230.4 | -3.0

Screening results (PubChem BioAssay)

The list is partial; the hit share may differ from the screen's.
